# LMPTP inh: LMPTP (human) inhibition. recombinant LMPTP-A, OMFP fluorogenic substrate, fluorescence intensity. inhibition, % at 20 µM. 360,000 compounds, 0.22% hits. AID 651560;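 active means compounds that cut the enzyme signal by at least half of the control window in the single-dose screen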;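 further: plate controls were DMSO wells with enzyme plus substrate for no effect and substrate without enzyme for full effect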
# Target sequence (P24666 whole entry, looked up): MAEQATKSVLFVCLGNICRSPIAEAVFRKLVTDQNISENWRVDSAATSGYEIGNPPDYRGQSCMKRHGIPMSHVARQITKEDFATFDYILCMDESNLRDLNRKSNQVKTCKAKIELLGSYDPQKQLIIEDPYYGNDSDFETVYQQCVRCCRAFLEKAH
#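 Test system: LMPTP-A phosphatase enzyme; input: 0.625 nM LMPTP-A final; reagent: OMFP substrate, 400 µM final; compound dosing: 20 µM single dose, 3% DMSO; incubation: 50 min dark incubation at room temperature; measured by: endpoint fluorescence intensity from OMFP dephosphorylation; measure: % inhibition relative to no-enzyme and uninhibited control wells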
# NadD inh: blocks S. aureus nicotinate mononucleotide adenylyltransferase; purified NadD enzyme, colorimetric absorbance read-out; inhibition, % at 20 µM; 360,000 compounds, 0.78% hits; in the data active means inhibition above about 26%; further: some compounds past the cut are filed as inactive
# SKN-1 inh: C. elegans SKN-1 inhibition | 360,000 compounds, 0.49% hits | AID 624304 | inhibition, % at 21.8 µM | C. elegans VP596 Pgst-4::GFP/RFP ratio, acrylamide-induced, 24 h;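 active means interference check ratio from 0.5 to 1.5 plus GFP to RFP signal ratio inhibition reaching or exceeding a fixed threshold, cut at about 30% in these data, passing the limit was not always enough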; further: some compounds called inactive have numbers as strong as hits
# MT1-MMP act inh: inhibitors of human MT1-MMP activation. HT1080 RFP-PRO-GFP cells, GFP/RFP ratio fluorescence, overnight; percent of plate control window, DMSO zero. 360,000 compounds, 0.061% hits. P50281. GFP/RFP ratio change, % at 20 µM. AID 651647;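 active means GFP/RFP ratio change of at least 30% with cell ATP level not reduced by more than half and red fluorescence within 50% of control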; further: strong numbers were not always called active
#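 Assay system – RFP-PRO-GFP reporter HT1080 cells · Compound dosing – single dose of 20 µM compound, 1% DMSO final · Incubation – overnight compound exposure at 37 °C · Measure – GFP/RFP fluorescence ratio · Benchmarks – DMSO wells and RFP-L50D-GFP cells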
# Rpn11 inh: inhibitors of human proteasome Rpn11; AID 588493; O00487; human 26S proteasome, Ub4-pepOG fluorescence polarization; 20S core pre-blocked with epoxomicin; 360,000 compounds, 0.59% hits; calls only at 20 µM;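 active means inhibition at 20 µM, scaled to each plate's controls, above about 33%, limit read from the data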
# Target sequence (O00487 whole entry, looked up): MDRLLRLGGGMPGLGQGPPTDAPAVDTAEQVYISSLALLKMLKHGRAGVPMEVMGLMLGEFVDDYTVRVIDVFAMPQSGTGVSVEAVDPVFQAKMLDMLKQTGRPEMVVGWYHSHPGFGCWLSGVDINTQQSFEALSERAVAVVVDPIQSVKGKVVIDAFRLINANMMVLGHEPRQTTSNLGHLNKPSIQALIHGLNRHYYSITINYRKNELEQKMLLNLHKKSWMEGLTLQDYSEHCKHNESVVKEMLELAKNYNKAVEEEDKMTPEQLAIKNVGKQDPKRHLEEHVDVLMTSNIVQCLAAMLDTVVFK
# Scp1 inh: Scp-1 (human) phosphatase inhibition | 340,000 compounds, 0.88% hits | inhibition, % at 20 µM | Q9GZU7 | Recombinant Scp1, phosphopeptide, malachite green phosphate absorbance;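 active means inhibition above about 50% at 20 µM, limit read from the data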;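 further: plate controls were DMSO wells with enzyme for no effect and wells lacking enzyme for full effect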
# Target sequence (Q9GZU7 76-261 limits assumed): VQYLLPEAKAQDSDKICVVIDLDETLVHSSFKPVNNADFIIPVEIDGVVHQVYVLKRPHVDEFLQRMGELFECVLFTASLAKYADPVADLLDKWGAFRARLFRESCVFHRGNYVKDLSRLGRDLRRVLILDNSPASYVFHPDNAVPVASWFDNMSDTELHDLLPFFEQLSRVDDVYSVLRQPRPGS
#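 System: truncated SCP-1 phosphatase (76-261aa); medium: Tris acetate buffer pH 5.5 with MgCl2 and Tween-20; incubation: 45 min room-temperature reaction, 5 min colour, 30 min stabiliser; compound: single 20 µM dose, 1% DMSO; reagent: Phosphorylated 17-residue peptide substrate; read-out: % inhibition at 20 µM; technique: colorimetric free-phosphate detection, absorbance 630 nm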
# STEP inh: inhibitors of human striatal-enriched phosphatase STEP; AID 588621; recombinant STEP, OMFP fluorogenic substrate, fluorescence; inhibition, % at 20 µM; 360,000 compounds, 0.25% hits; P54829;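 active means inhibition at 20 µM, scaled per plate between control wells, above about 37%, limit read from the data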;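 further: 0% = DMSO with enzyme and substrate and 100% = substrate only without enzyme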
#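 Material: STEP (striatal-enriched tyrosine phosphatase) enzyme, cell-free | Medium: 50 mM Bis-Tris pH 6.0 with 2.5 mM DTT and 0.005% Tween 20 | Read-out: Percent inhibition scaled to no-enzyme and uninhibited-enzyme controls, plate-pattern corrected | Signal: Fluorescence read at 480 nm ex / 540 nm em | Times: 20 min reaction, room temperature, in the dark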
# NRP1-CendR mod: alters CendR peptide binding to human NRP-1; FAM-RPARPAR peptide binding to NRP-1, fluorescence polarization; inhibition, % at 25 µM; 360,000 compounds, 0.85% hits;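 active means inhibition or corrected inhibition above about 18%, plus a signal ratio from 0.5 to 1.5, limit read from the data, passing the limit was not always enough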; further: strong numbers were not always called active
# SUMO1 PPI mod: modulators of human SUMO1-mediated protein-protein interactions. P63165. SUMO1 binding to a labelled peptide, TR-FRET, 1 h. inhibition, % at 20 µM. 360,000 compounds, 0.33% hits. AID 602429; in the data active means inhibition above about 37%
# Target sequence (P63165 whole entry, looked up): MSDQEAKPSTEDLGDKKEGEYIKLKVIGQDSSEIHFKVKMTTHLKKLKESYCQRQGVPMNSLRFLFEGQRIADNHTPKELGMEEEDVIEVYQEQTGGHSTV
# DNMT1 inh: blocks human DNA methyltransferase DNMT1; DNMT1 molecular beacon, Hinp1I cleavage, fluorescence; AID 588458; 360,000 compounds, 0.83% hits; P26358; inhibition (reported as % activation of signal), % at 10 µM; in the data active means inhibition above about 50%
# Active calls of the source: *; i = inactive; / = no result given; & = joins results of further samples.
entry	SMILES	MT1-MMP act inh	STEP inh	Rpn11 inh	NadD inh	NRP1-CendR mod	DNMT1 inh	SUMO1 PPI mod	LMPTP inh	Scp1 inh	SKN-1 inh
1	O=C(Nc1ccn(CCCNCCCN2CCCC2=O)c(=O)n1)OCc1ccccc1	1.5	-2.1	i	-0.7	-6.9	1.6	-1.3	-1.9	-8.3	-9.1
2	Cc1ccc2c(CC(=O)O)coc2c1	-3.2	0.5	i	-4.5	12.5	5.4	0.0	-1.5	3.8	-4.7
3	COCCCNC(=O)CNC(=S)N(Cc1ccccc1)Cc1cccnc1	-2.8	-1.8	i	-1.4	8.6	0.2	-2.2	-1.6	-11.6	-5.8
4	CCCCSCCCNC(=O)c1cn(C)c2ccc(S(=O)(=O)N3CCCC3)cc2c1=O	6.7	-2.2	i	-10.5	8.1	-4.0	-0.4	1.8	-6.9	4.7
5	CCN(CC(=O)Nc1ccccc1OC)CC(=O)Nc1ccccc1C(F)(F)F	4.0	-0.8	i	-2.7	7.2	0.5	2.2	-0.4	-0.7	13.6
6	COC(=O)C1=C(C)NC(C)=C(C(=O)OC)C1C(=O)OCC(=O)NC1CCCCC1C (stereo not drawn)	2.7	1.3	i	2.9	5.3	-1.3	3.2	-0.1	/	-18.3
7	COc1ccc(-c2noc(-c3ccoc3C)n2)cc1	-3.0	-1.3	i	-2.1	-25.6	-1.0	-3.3	1.5	-11.8	32.7
8	Cc1cc2[nH]c(=O)c(=O)[nH]c2cc1S(=O)(=O)NC1CCCCC1C (stereo not drawn)	0.4	0.1	i	3.7	-14.5	1.6	2.5	-0.6	4.4	5.7
9	COc1ccc(N2C(=O)C3CCCN3C2=O)cc1 (stereo not drawn)	-0.3	-3.1	i	-1.3	-7.7	2.4	-0.7	-0.4	-0.3	23.4
10	O=C(CCNc1cc(Cl)cc(Cl)c1)c1ccco1	3.9	-0.4	i	2.8	7.0	-2.0	1.7	0.7	-7.4	18.6

entry	SMILES	MT1-MMP act inh	STEP inh	Rpn11 inh	NadD inh	NRP1-CendR mod	DNMT1 inh	SUMO1 PPI mod	LMPTP inh	Scp1 inh	SKN-1 inh
11	COC(=O)[C@@H](Cc1ccccc1)NC(=O)[C@H]1CCC(=O)N1C(=O)OCc1ccccc1	-0.8	2.7	i	0.7	1.1	0.6	2.7	-0.3	17.6	-6.3
12	COc1ccc(Cl)cc1NC(=O)CN(C)C(=O)CCCc1c[nH]c2ccccc12	5.0	1.0	i	-6.0	7.5	-2.8	0.9	1.9	-10.5	-9.9
13	S=C(NCCN1CCOCC1)Nc1ccc(-c2nc3ccccc3[nH]2)cc1	0.3	11.0	i	-0.4	-5.3	-5.8	3.0	14.3	-5.4	17.7
14	COC(=O)c1sc(NC(=O)c2c(OC)cccc2OC)c(C#N)c1C	-1.2	3.1	i	-7.7	-12.6	1.0	-14.8	0.0	-1.3	6.8
15	CCOC(=O)CC(=O)CSc1nnc2sc3ccccc3n12	-11.7	4.3	i	8.3	8.2	3.8	2.0	-1.3	0.0	23.6
16	COc1ccc(C(CNC(=O)COc2ccccc2)N2CCCCC2)cc1 (stereo not drawn)	3.1	-3.5	i	4.3	-6.4	1.3	-0.3	-0.7	-2.2	-5.1
17	O=C(NCc1ccc(F)c(F)c1)c1ccc(-c2ccc(F)c(F)c2)c2ccoc12	-0.7	3.7	i	0.6	3.7	-14.5	4.0	5.0	/	80.0*
18	Cc1ccc(NS(=O)(=O)c2ccc3c(c2)NC(=O)CO3)cc1Cl	-2.1	0.2	i	-4.1	-0.1	0.7	-3.1	0.9	-2.4	1.5
19	Cc1ccccc1-c1n[nH]c(=S)o1	1.2	0.2	i	4.1	0.8	6.0	3.2	-1.8	-0.5	4.9
20	Brc1ccc(-c2ccc(/C=N/Nc3nc(N4CCOCC4)nc(N4CCOCC4)n3)o2)cc1	-5.7	2.2	i	-7.2	6.4	-7.8	-1.5	3.3	2.2	2.3

entry	SMILES	MT1-MMP act inh	STEP inh	Rpn11 inh	NadD inh	NRP1-CendR mod	DNMT1 inh	SUMO1 PPI mod	LMPTP inh	Scp1 inh	SKN-1 inh
21	CCOc1ccc(NS(=O)(=O)CC23CCC(CC2=O)C3(C)C)cc1 (stereo not drawn)	0.7	-0.8	i	-3.6	-0.5	0.5	0.3	-1.2	-10.3	5.2
22	CCOC(=O)C[C@H]1c2ccc(C(F)(F)F)cc2S(=O)(=O)N1C(C)C	4.3	1.9	i	-2.9	12.0	4.6	2.2	1.4	-3.0	12.4
23	N#Cc1cccc(NC(=O)CCN2C(=O)C3CCCCC3C2=O)c1 (stereo not drawn)	1.0	0.5	i	-0.1	9.3	0.6	1.7	-0.3	-12.4	7.9
24	Cc1ccc(N(C)S(=O)(=O)c2cc(-c3cnc(C4CC4)o3)ccc2C)cc1	-2.5	13.4	i	2.8	9.1	-0.8	3.1	3.3	-67.8	-16.1
25	O=C(CSc1nc2ccc(F)cc2c(=O)n1-c1ccccc1)Nc1ccc2c(c1)CCC2	-9.1	9.5	i	6.3	-13.1	0.3	-0.5	1.7	/	3.9
26	CC1CCN(c2nc(Cl)nc(Nc3ccc([N+](=O)[O-])cc3)n2)CC1	-3.2	0.1	i	10.9	9.9	5.0	-1.0	2.6	-10.4	29.7
27	O=c1n(Cc2ccccc2Cl)nc2n1-c1ccccc1SC2	6.9	1.4	i	-7.4	-8.0	-3.7	5.6	0.5	-19.2	1.1
28	COc1ccc(S(=O)(=O)N(Cc2cccnc2)Cc2cc3ccccc3[nH]c2=O)cc1	0.1	2.8	i	0.8	6.3	-2.5	4.7	-0.3	-6.3	2.6
29	C[C@H](NC(=O)c1nc[nH]c1C(=O)NC1CCN(C(=O)OC(C)(C)C)CC1)C(=O)OCc1ccccc1	1.2	-1.2	i	9.2	10.7	2.9	6.2	1.1	-8.5	-3.0
30	O=C(Nc1ccc2nsnc2c1)NC1CCCCC1	3.0	-1.9	i	-4.7	16.2	-2.2	-20.3	1.8	-4.4	-16.2

entry	SMILES	MT1-MMP act inh	STEP inh	Rpn11 inh	NadD inh	NRP1-CendR mod	DNMT1 inh	SUMO1 PPI mod	LMPTP inh	Scp1 inh	SKN-1 inh
31	COc1ccc(OC)c(S(=O)(=O)NCCCN2CCOCC2)c1	2.2	1.2	i	-2.8	-4.1	3.7	-4.9	-6.3	10.4	5.6
32	COc1ccc(C)cc1N(CC(=O)NCCN1CCOCC1)S(=O)(=O)c1ccccc1	2.3	-2.3	i	-0.2	-1.9	-1.1	-4.4	-1.7	-0.1	9.7
33	O=C(COc1ccc([N+](=O)[O-])cc1)Nn1cnnc1	1.7	-2.3	i	-3.0	2.7	2.3	0.6	-0.2	-7.2	1.3
34	Cc1cc([N+](=O)[O-])nn1CC(=O)Nc1cnc2ccccc2c1	8.6	0.3	i	-4.4	11.8	-1.8	-9.8	-1.4	-8.3	-7.3
35	CCOC1=C2[C@H](c3ccccc3)N(S(=O)(=O)c3ccc(C)cc3)C(C(C)(C)C)[C@H]2C(C#N)(C#N)C(C#N)(C#N)C1 (stereo partly drawn)	-3.0	0.9	i	34.2*	4.6	-23.2	8.3	1.1	/	-2.6
36	CCOc1cc(/C=N/NC(=O)C(=O)N/N=C/c2ccc(O)c(OCC)c2)ccc1O	-2.2	-1.5	i	4.9	-7.0	29.6	5.3	0.8	-2.2	18.4
37	CCCCCn1nc(C(=O)OCc2nc(N)nc(Nc3ccccc3)n2)c2ccccc2c1=O	-0.8	-0.8	i	4.6	12.8	-13.7	1.1	1.5	-3.8	7.6
38	O=C(CN1C(=O)NC2(CCCCCC2)C1=O)N1CCC(Cc2ccccc2)CC1	0.7	0.5	i	-1.0	-3.2	-3.8	0.9	-0.2	2.8	34.3
39	Cc1ccc(-c2csc(N3CCC(NS(=O)(=O)c4ccc5c(c4)OCCO5)CC3)n2)cc1	7.4	0.9	i	10.7	-6.2	-7.5	-3.0	4.8	5.5	12.8
40	COc1ccc(NC(=O)CCc2ccccc2)cc1S(=O)(=O)N1CCOCC1	1.4	-0.8	i	-1.3	2.9	2.2	-4.3	-2.1	-9.8	-2.2

entry	SMILES	MT1-MMP act inh	STEP inh	Rpn11 inh	NadD inh	NRP1-CendR mod	DNMT1 inh	SUMO1 PPI mod	LMPTP inh	Scp1 inh	SKN-1 inh
41	OC[C@@H]1CN(Cc2ccccc2)C[C@H](n2cnc3c(NCc4ccncc4)ncnc32)O1	/	0.1	i	0.4	-7.8	4.7	1.8	-0.6	/	-7.5
42	CC(=O)NS(=O)(=O)c1ccc(NC(=O)CC(C)c2ccccc2)cc1 (stereo not drawn)	1.5	3.1	i	10.2	-2.8	0.2	0.9	1.5	-0.6	5.5
43	O=C(Oc1ccc2[nH]cc(CCN3C(=O)c4ccccc4C3=O)c2c1)c1ccco1	12.0	7.7	i	-6.7	10.6	-1.7	-9.4	1.8	-16.2	-3.8
44	OCCNCCOc1ccccc1F	0.8	-8.1	i	-3.4	-7.0	-0.3	2.0	0.4	-6.0	4.6
45	CC(C)CC1Nc2ncnc(N3CCN(c4ccccn4)CC3)c2N(Cc2ccc(Br)cc2)C1=O (stereo not drawn)	-0.7&-20.5	0.5&-0.2	i	12.1&10.1	0.8&8.0	-2.8&-21.6	2.6&5.0	2.0&-0.2	0.6	1.3&4.1
46	O=C1C2CCCN2C(c2ccccc2)N1c1nccs1 (stereo not drawn)	0.6	2.2	i	-1.3	8.2	-2.4	2.3	-1.5	20.5	23.2
47	CC(C)CCNC(=O)C1CC(=O)N(C2CCCC2)C1 (stereo not drawn)	2.6	-4.5	i	5.7	5.4	2.0	0.2	-1.6	9.1	-4.5
48	CCc1nc2ccc(C(=O)Nc3cccc(NS(C)(=O)=O)c3)cn2c1N(C)C(=O)c1cccc(OC)c1	2.7	1.1	i	3.3	-4.6	-1.4	4.8	0.4	/	19.6
49	CCOc1nc(NCCN2CCOCC2)nc(Nc2ccc(C)cc2)n1	6.0	-0.9	i	3.1	-0.3	0.1	-2.6	-0.7	-9.5	27.1
50	Cc1ccc2c(c1)[C@H]1[C@H](CO2)[C@H](c2ccccc2)[C@]2(C)C(=O)Nc3cc(F)c(F)cc3C(=O)N12	-29.2	3.7	i	1.9	4.8	-1.6	5.6	2.0	-12.4	4.3
51	N#Cc1ccsc1NC(=O)CN1CCN(c2ccccc2O)CC1	0.1	0.0	i	-1.9	3.3	-11.6	7.3	-1.1	-14.7	-2.6

# 2 compounds from above with just SUMO1 PPI mod:
nr | SMILES | SUMO1 PPI mod
50 | Cc1ccc2c(c1)[C@H]1[C@H](CO2)[C@H](c2ccccc2)[C@]2(C)C(=O)Nc3cc(F)c(F)cc3C(=O)N12 | 5.6
51 | N#Cc1ccsc1NC(=O)CN1CCN(c2ccccc2O)CC1 | 7.3
